Myeloid diff MLP – compounds promoting myeloid differentiation; AID 624256; 360,000 tested, 1% active; calls only at 10 µM; ER-HoxA9 myeloid progenitors, lysozyme-GFP differentiation, flow cytometry;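 active = normalized GFP-positive differentiation at or above the plate's own cutoff, the solvent-only control mean plus 3 SD; inconclusive = no clear call, values can overlap the other calls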;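 also: cells exposed to compound for four days before flow analysis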
T cell HTS – modulates CD8 T cell binding to vesicles. AID 2052. 2C CD8+ T cell-vesicle binding, flow cytometry; stronger effect = lower value. calls only at 7 µM. 330,000 tested, 0.068% active;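 active = response, share of CD8 T cells binding vesicles, and their 90th percentile fluorescence all below set limits, cut at about 80% in these data, passing the limit was not always enough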
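Also added: QL9-peptide-loaded Drosophila micro-vesicles bearing Ld, ICAM-1 and B7-1; Test system: purified 2C TCR transgenic mouse naive CD8+ T cells; Measured by: cytometric PE anti-B7-1 and Alexa647 anti-CD8 signals after 1% paraformaldehyde fixation; Timing: binding step 1.5 h, 37 °C, antibody labelling 20 min, ice.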
West Nile antiviral – West Nile virus antiviral activity, cell-based, CPE readout (AID 1621). one-dose CPE inhibition, % at 10 µM; IC50 in µM for titrated hits. 290,000 tested, 0.02% active. West Nile virus-infected cells, CPE inhibition; higher % means a stronger effect; in the data active = a potency from the dose series; inconclusive = CPE inhibition mostly from about 3.7% at the one dose, without a potency; inactive = the rest, 99 in 100 with CPE inhibition below about 2.2%; also: strong numbers were not always called active
Autophagy HCS – autophagy modulation, high-content screen; 190,000 tested, 0.98% active; AID 463193; MEF GFP-LC3 puncta imaging; test concentration mostly 10 µM; calls only at 10 µM (by protocol);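 active = percentage of spot-positive cells more than 3 SD above its plate mean, without a fluorescence outlier flag or 80% toxicity; inconclusive = no clear call, values can overlap the other calls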;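 also: spot-positive cell cutoff set from DMSO-treated cells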
Hep lipid drop – hepatic lipid droplet formation modulation. AML12 mouse hepatocytes, oleate lipid droplets, BODIPY imaging. inhibition, % at 6.5 µM. 240,000 tested, 0.4% active;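 active = lipid droplet intensity inhibited by at least 50%, with more than 500 cells counted; inconclusive = wells with under 300 cells, treated as cytotoxic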
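Test system: AML12 hepatocytes (mouse); reagent: oleate loading, 100 µM; dosing: one dose, 6.5 µM compound; incubation: overnight exposure; signal: fluorescence imaging, 20x objective, two fields per well; read-out basis: % inhibition of corrected integrated BODIPY droplet signal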
WT yeast gro inh – growth inhibition of WT yeast, mitochondrial fusion screen. mitochondrial fusion phenotypic screen, WT strain. inhibition, % at 10 µM. 190,000 tested, 2.1% active; in the data active = inhibition above about 58%; tested in S. cerevisiae
bCat nuc transl – alters nuclear translocation of beta-catenin in HeLa cells. immunofluorescence imaging. nuclear translocation activity, % at 5 µM. 190,000 tested, 0.3% active. AID 1665;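 active = nuclear translocation activity above 50% at 5 µM, with a well cell count of 50 or more; inconclusive = wells under 50 cells across six images, flagged as toxic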;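 also: per-cell ratio of nuclear to cytoplasmic median beta-catenin stain intensity; plate controls were DMSO negative control for no effect and GSK-3 inhibitor IX positive control for full effect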
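System: Human HeLa cells, endogenous beta-catenin | Compound dosing: 5 µM primary, 0.02–20 µM confirmation | Timing: 24 h compound exposure at 37°C, 5% CO2 | Measured by: Fluorescence imaging of beta-catenin antibody stain plus DAPI | Read-out basis: % activation of per-cell nuclear versus cytoplasmic median beta-catenin signal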
Insulin prom up – MIN6 insulin promoter up-regulation; 190,000 tested, 0.3% active; z-score at 5 µM; MIN6 insulin promoter-GFP reporter, high-content imaging; stronger effect = higher value; AID 1625;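 active = z-score above 3 at 5 µM with at least 500 cells counted in the well; inconclusive = wells under 500 cells, flagged as cytotoxic or low count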
MT stabilizer – microtubule stabilization, imaging screen. HeLa tubulin immunostaining HCS, 24 h; share of cells brighter than vehicle mean+2SD. % tubulin-high responders, % at 10 µM. 200,000 tested, 0.83% active. AID 2205;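 active = plate Z-score above 3 for both tubulin-high and condensed-nucleus cell shares, with cell loss under 80%, at 10 µM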;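 also: anti alpha tubulin signal scored within the nucleus-defined area of each cell; some results filed as inactive read as strong as hits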
WT yeast gro inh mutant strain – also measured in WT yeast gro inh; calls as there; inhibition, %; mitochondrial fusion phenotypic screen, mutant strain inhibition
Insulin prom up cell count – also measured in Insulin prom up; calls as there; cell count; measured here: cytotoxicity, nuclei count;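 total cells summed across four imaged fields per well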
Hep lipid drop cells 6.5 µM – also measured in Hep lipid drop; calls as there; cell count; measured here: cell count, cytotoxicity flag;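 cells counted across two imaged fields per well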
bCat nuc transl cell count 5 µM – also measured in bCat nuc transl; calls as there; cell count; measured here: cell count, cytotoxicity flag
T cell HTS vesicle-bound % – further read-out of T cell HTS, marked with its call; double positive events, %; measured here: CD8+ vesicle-bound cell fraction;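 binding gate set so that unloaded-vesicle control wells show 10% double positive cells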
MT stabilizer Hoechst-high % – second read-out of MT stabilizer, no call of its own (marks repeat the call); % Hoechst-high responders; measured here: nuclear condensation Hoechst responders;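 share of cells brighter than vehicle mean plus two SD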
MT stabilizer cytotoxicity % – further read-out of MT stabilizer, marked with its call; toxicity, %; measured here: cytotoxicity by cell density;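 0% = mean cell density of plate MIN control wells and 100% = no cells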
Autophagy HCS cell loss 18 h – further read-out of Autophagy HCS, marked with its call; toxicity, %; measured here: cell loss, nuclei count;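 cell loss after 18 h compound exposure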
Myeloid diff MLP GFP+ MAC1+ % – also measured in Myeloid diff MLP; calls as there; GFP+ MAC1+ double positive, %; measured here: differentiation confirmed by MAC1 staining
An asterisk follows results filed as active; i = inactive; u = inconclusive; x = no result given; + = active, no number; & = joins results of further samples. Some of the compounds tested (hit frequency here may not be typical).

Letters: A = Myeloid diff MLP; B = Myeloid diff MLP GFP+ MAC1+ %; C = T cell HTS; D = T cell HTS vesicle-bound %; E = West Nile antiviral; F = Autophagy HCS; G = Autophagy HCS cell loss 18 h; H = Hep lipid drop; I = Hep lipid drop cells 6.5 µM; J = WT yeast gro inh; K = WT yeast gro inh mutant strain; L = bCat nuc transl; M = bCat nuc transl cell count 5 µM; N = Insulin prom up; O = Insulin prom up cell count; P = MT stabilizer; Q = MT stabilizer Hoechst-high %; R = MT stabilizer cytotoxicity %
Nc1cc(-c2ccncc2)c[nH]c1=O
  A: i | B: 2.6 | C: i | D: 33 | E: 0.5% | F: i | G: 20 | H: 18 | I: 724 | J: 0 | K: -21 | L: -4.3 | M: 546 | N: x | O: x | P: 6.6 | Q: 4.1 | R: 1.4

O=C(O)COC(=O)Cc1ccccc1Nc1c(Cl)cccc1Cl
  A: i | B: 2.6 | C: i | D: 25 | E: 0.8% | F: x | G: x | H: -9 | I: 792 | J: x | K: x | L: x | M: x | N: x | O: x | P: x | Q: x | R: x

Nc1ccc(C(=O)Nc2ccccc2N)cc1
  A: + | B: 1.3* | C: i | D: 56 | E: u | F: x | G: x | H: -2 | I: 820 | J: x | K: x | L: x | M: x | N: x | O: x | P: x | Q: x | R: x

c1ccc2c(CC3=NCCN3)cccc2c1
  A: i | B: 4.4 | C: i | D: 19 | E: 0.4% | F: i | G: 10 | H: -10 | I: 688 | J: -4 | K: -10 | L: x | M: x | N: x | O: x | P: 4.1 | Q: 2.5 | R: 4.8

COc1ccccc1OCC(O)COC(N)=O (stereo not drawn)
  A: i | B: 5.2 | C: i | D: 19 | E: -0.2% | F: i | G: 25 | H: 5 | I: 741 | J: -5 | K: 6 | L: x | M: x | N: x | O: x | P: 2.0 | Q: 1.4 | R: 4.1

CC1=NN(c2ccccc2)C(=O)C1
  A: i | B: 1.5 | C: i | D: 37 | E: -0.5% | F: i | G: 10 | H: x | I: x | J: -1 | K: -9 | L: -2.6 | M: 561 | N: x | O: x | P: 3.0 | Q: 1.8 | R: 3.6

NS(=O)(=O)c1cc2c(cc1C(F)(F)F)NC(Cc1ccccc1)NS2(=O)=O (stereo not drawn)
  A: i | B: 2.1 | C: i | D: 21 | E: 0.2% | F: i | G: 9 | H: 2 | I: 733 | J: 7 | K: -7 | L: -3.3 | M: 611 | N: x | O: x | P: 2.6 | Q: 1.6 | R: 5.7

C[C@H](CCC(=O)O)[C@H]1CC[C@H]2[C@@H]3[C@@H](O)C[C@@H]4C[C@H](O)CC[C@]4(C)[C@H]3CC[C@]12C
  A: i | B: 2.2 | C: i | D: 26 | E: 0.0% | F: i | G: 12 | H: 2 | I: 669 | J: 5 | K: 14 | L: 0.1 | M: 1066 | N: -1.4 | O: 948 | P: 2.1 | Q: 2.0 | R: 0.1

CC(C)Cn1cnc2c1c(=O)n(C)c(=O)n2C
  A: i | B: 2.0 | C: x | D: x | E: -0.5% | F: i | G: 2 | H: 9 | I: 723 | J: -1 | K: -8 | L: -0.5 | M: 1091 | N: 0.39 | O: 1321 | P: 4.6 | Q: 1.8 | R: 3.7

Cc1coc2c1C(=O)C(=O)c1c-2ccc2c1CCCC2(C)C
  A: i | B: 3.3 | C: i | D: 24 | E: -1.0% | F: i | G: -5 | H: 18 | I: 696 | J: 73* | K: 68* | L: -1.2 | M: 1127 | N: 0.46 | O: 1263 | P: 8.8 | Q: 7.4 | R: 18

CCCn1ncc(CN2CCCC(C(=O)c3cccc(OC(C)C)c3)C2)c1C (stereo not drawn)
  A: i | B: 0.6 | C: i | D: 20 | E: -1.3% | F: x | G: x | H: -22 | I: 691 | J: x | K: x | L: -1.7 | M: 1354 | N: 0.21 | O: 1119 | P: x | Q: x | R: x

COc1ccc(CN(CCN(C)C)c2ccccn2)cc1
  A: i | B: 2.1&5.3&0.8 | C: i | D: 19&36 | E: -0.3% | F: i | G: 0 | H: 0 | I: 671 | J: -1 | K: -3 | L: x | M: x | N: x | O: x | P: 2.7 | Q: 1.8 | R: 8.5

C/C=C/C=N\NC(=O)c1ccncc1
  A: i | B: 1.1 | C: i | D: 18 | E: -0.6% | F: x | G: x | H: -2 | I: 738 | J: x | K: x | L: x | M: x | N: x | O: x | P: x | Q: x | R: x

CC(C)Cc1ccc(C(C)C(=O)O)cc1 (stereo not drawn)
  A: + | B: 42* | C: i | D: 18 | E: -0.2% | F: i | G: 17 | H: 1 | I: 689 | J: -10 | K: 4 | L: -4.3 | M: 628 | N: x | O: x | P: 3.4 | Q: 4.0 | R: 9.9

COc1cc2nc(N3CCN(C(=O)C4COc5ccccc5O4)CC3)nc(N)c2cc1OC (stereo not drawn)
  A: i | B: 1.1 | C: i | D: 47 | E: 13% | F: i | G: 5 | H: 1 | I: 724 | J: 8 | K: -11 | L: -0.9 | M: 528 | N: x | O: x | P: 3.4 | Q: 2.3 | R: 3.2

O=C1N(c2ccccc2)c2ccccc2C1(Cc1ccncc1)Cc1ccncc1
  A: i | B: 2.3 | C: i | D: 57 | E: 1.6%&0.3% | F: x | G: x | H: -13 | I: 720 | J: 3 | K: 11 | L: -1.9 | M: 1238 | N: 0.19 | O: 1117 | P: x | Q: x | R: x

CN1CCC(=C2c3ccccc3CCc3sccc32)CC1
  A: i | B: 6.5 | C: i | D: 6&55 | E: -0.3% | F: x | G: x | H: -68 | I: 537 | J: 12 | K: 10 | L: 0.0 | M: 1023 | N: -0.67 | O: 937 | P: x | Q: x | R: x

CCOc1ccc(S(=O)(=O)N2CCCCCC2)c2ccccc12
  A: i | B: 4.0 | C: i | D: 27 | E: u | F: i | G: 1 | H: x | I: x | J: 53 | K: 25 | L: 4.6 | M: 1320 | N: -0.33 | O: 1649 | P: 2.0 | Q: 1.9 | R: 5.3

Sorted by value in T cell HTS vesicle-bound % (falling): 4 from the list above
| mol | Myeloid diff MLP GFP+ MAC1+ % | T cell HTS | T cell HTS vesicle-bound % | West Nile antiviral | WT yeast gro inh mutant strain | MT stabilizer Hoechst-high % |
| --- | --- | --- | --- | --- | --- | --- |
| O=C1N(c2ccccc2)c2ccccc2C1(Cc1ccncc1)Cc1ccncc1 | 2.3 | i | 57 | 1.6%&0.3% | 11 | x |
| Nc1ccc(C(=O)Nc2ccccc2N)cc1 | 1.3* | i | 56 | u | x | x |
| Nc1cc(-c2ccncc2)c[nH]c1=O | 2.6 | i | 33 | 0.5% | -21 | 4.1 |
| NS(=O)(=O)c1cc2c(cc1C(F)(F)F)NC(Cc1ccccc1)NS2(=O)=O (stereo not drawn) | 2.1 | i | 21 | 0.2% | -7 | 1.6 |

As a working copy, some entries already given:
Letters: A = Myeloid diff MLP; B = Myeloid diff MLP GFP+ MAC1+ %; C = T cell HTS; D = T cell HTS vesicle-bound %; E = West Nile antiviral; F = Autophagy HCS; G = Autophagy HCS cell loss 18 h; H = Hep lipid drop; I = Hep lipid drop cells 6.5 µM; J = WT yeast gro inh; K = WT yeast gro inh mutant strain; L = bCat nuc transl; M = bCat nuc transl cell count 5 µM; N = Insulin prom up; O = Insulin prom up cell count; P = MT stabilizer; Q = MT stabilizer Hoechst-high %; R = MT stabilizer cytotoxicity %
CN1CCC(=C2c3ccccc3CCc3sccc32)CC1
  A: i | B: 6.5 | C: i | D: 6&55 | E: -0.3% | F: x | G: x | H: -68 | I: 537 | J: 12 | K: 10 | L: 0.0 | M: 1023 | N: -0.67 | O: 937 | P: x | Q: x | R: x

CCOc1ccc(S(=O)(=O)N2CCCCCC2)c2ccccc12
  A: i | B: 4.0 | C: i | D: 27 | E: u | F: i | G: 1 | H: x | I: x | J: 53 | K: 25 | L: 4.6 | M: 1320 | N: -0.33 | O: 1649 | P: 2.0 | Q: 1.9 | R: 5.3
